# G9a inh: G9a (human) methyltransferase inhibition; Q96KQ7; G9a H3K9 monomethylation, AlphaScreen, 2 h; Potency, µM (highest dose often 102 µM), inactives show top-dose activity, negative = inhibition, hits mostly inhibitors; actives 8.8% (n = 350,000); also: potency is read from the fitted curve at half-maximal effect; % is scaled to controls: 0 for no effect and ±100 for the full control effect; nearly all actives have a fitted effect of over 75% in size
#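 Readings reflect AlphaScreen signal from monomethyl-H3K9 antibody detection. HMT at 20 nM; substrate b-H3K9 500 nM; cofactor SAM 20 uM; 2 h RT reaction; compounds tested as titrations in qHTS with 15 min preincubation.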
# PI4K2A inh: inhibitors of human PI4K2A; activity change, negative = inhibition, % at 76.9 µM; purified PI4K2A, ADP-Glo luminescence, 1 h; active compounds read low; AID 1346378; actives 0.13% (n = 420,000); in the data active = activity change below about -50%; inconclusive = mostly about -30% to -49%;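 also: -100% = wells without enzyme as full effect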
#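 In this quantitative HTS, ADP production by PI4K2A was quantified luminescently after 1 h at ambient temperature; 100 microM adenosine served as plate-quality control.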
# 12-LOX inh: blocks human arachidonate 12S-lipoxygenase; P18054; purified 12hLO, xylenol orange hydroperoxide absorbance; Potency, µM (top dose mostly 108 µM), for inactives: top-dose activity change, negative = inhibition, most hits filed as inhibitors; actives 1.1% (n = 580,000); AID 1671190; also: potency is read from the fitted curve at half-maximal effect; % is scaled to controls: 0 for no effect and ±100 for the full control effect
#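 Hydroperoxide product was detected by ferrous iron/xylenol orange as the 573 to 405 nm absorbance ratio. Arachidonic acid at 40 uM (final) was turned over for 30 min at room temperature by 150 nM human 12hLO, pH 7.0 Hepes buffer, after 15 min compound preincubation.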
# ERG Ets-DNA blk: ERG Ets/DNA interaction inhibition | fluorescence polarization, His-ERG Ets domain / labelled DNA | actives 0.028% (n = 370,000) | P11308 | Potency, µM (titrated, usually from 76.9 µM), inactives show at the highest dose FP activity, negative = inhibition, usual class: inhibitors; active = well fitted inhibition curve with a large enough effect in the polarisation, with a control signal flat; inconclusive = small, poorly fitted or top-dose-only effect, or effect the other way, or a change in a side signal; inactive = no such curve, though single readings can be large or run the other way; the % refers to the polarisation;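 also: polarization taken with two DNA probes labelled with fluorescein and Texas red; potency is read from the fitted curve at half-maximal effect; % of control where 0% means no effect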
#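 His-tagged ERG Ets domain (1 uM in the protein solution; 300mM KCl, 50mM Tris-HCl, 1mM EDTA, 1mM DTT, pH 7.5) received compound, then a probe mix of 5 nM fluorescein-DNA and 100nM Texas-615-DNA. Fluorescence polarization was read for both dyes.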
# RGS4 inh: inhibitors of human regulator of G protein signaling 4 | P49798 | Transcreener GDP fluorescence polarization, RGS4-accelerated GTP hydrolysis | Potency, µM (top dose mostly 114 µM), inactives show at the top dose activity change, negative = inhibition, usual class: inhibitors | actives 0.039% (n = 390,000) | AID 504845; also: potency is read from the fitted curve at half-maximal effect; % is scaled to controls: 0 for no effect and ±100 for the full control effect; nearly all actives have a fitted effect of over 75% in size; some results filed as inactive show a strong effect at the top dose
#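 MLSMR compounds (23 nl, pin-transferred) preincubated 10 min at room temperature with a 500nM (2x) first reagent, then RGS4 at 900nM (2x) plus Transcreener GDP mix added; fluorescence polarization (620/688 nm) read before and after 90 min at 30 °C.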
# JMJD2A Tudor inh: blocks the human JMJD2A Tudor domain. AlphaScreen JMJD2A-Tudor / H3K4me3 peptide binding. actives 4.4% (n = 390,000). O75164. Potency, µM (doses to about 114 µM), inactives show top-dose activity change, negative = inhibition, most hits filed as inhibitors; also: potency is read from the fitted curve at half-maximal effect; % is scaled to controls: 0 for no effect and ±100 for the full control effect; nearly all actives have a fitted effect of over 50% in size
# Target sequence (O75164 whole entry, looked up, the tested form may be a part): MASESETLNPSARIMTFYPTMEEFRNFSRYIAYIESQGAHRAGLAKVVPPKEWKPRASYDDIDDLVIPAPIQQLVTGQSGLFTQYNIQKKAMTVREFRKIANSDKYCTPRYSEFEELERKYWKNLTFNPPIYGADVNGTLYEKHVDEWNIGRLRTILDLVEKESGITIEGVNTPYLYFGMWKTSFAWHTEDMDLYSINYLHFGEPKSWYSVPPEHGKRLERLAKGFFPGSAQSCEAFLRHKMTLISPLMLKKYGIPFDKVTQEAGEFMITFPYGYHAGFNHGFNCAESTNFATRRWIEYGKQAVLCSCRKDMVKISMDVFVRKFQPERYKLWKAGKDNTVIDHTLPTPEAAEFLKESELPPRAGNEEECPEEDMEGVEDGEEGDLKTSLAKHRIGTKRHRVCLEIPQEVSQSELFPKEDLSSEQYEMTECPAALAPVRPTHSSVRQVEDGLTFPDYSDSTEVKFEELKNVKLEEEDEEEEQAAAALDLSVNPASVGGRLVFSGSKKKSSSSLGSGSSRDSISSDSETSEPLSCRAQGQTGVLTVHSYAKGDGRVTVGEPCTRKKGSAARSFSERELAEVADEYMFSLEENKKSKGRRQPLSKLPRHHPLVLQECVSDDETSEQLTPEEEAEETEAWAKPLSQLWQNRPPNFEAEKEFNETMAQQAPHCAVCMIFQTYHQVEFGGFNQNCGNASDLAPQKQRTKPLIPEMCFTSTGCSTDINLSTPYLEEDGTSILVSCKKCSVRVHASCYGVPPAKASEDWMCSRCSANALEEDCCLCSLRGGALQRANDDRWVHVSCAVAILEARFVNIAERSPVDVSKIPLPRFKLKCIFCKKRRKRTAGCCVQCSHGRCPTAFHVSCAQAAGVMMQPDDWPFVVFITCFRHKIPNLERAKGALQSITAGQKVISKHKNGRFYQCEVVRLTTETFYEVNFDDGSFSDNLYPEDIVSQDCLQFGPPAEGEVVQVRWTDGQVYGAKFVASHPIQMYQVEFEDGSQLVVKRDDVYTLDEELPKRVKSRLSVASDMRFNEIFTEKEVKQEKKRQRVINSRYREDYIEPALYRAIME
# BAZ2B block: BAZ2B (human) inhibition | actives 4.4% (n = 360,000) | Potency, µM (titrated, usually from 114 µM), for the others: top-dose activity change, negative = inhibition, usual class: inhibitors | Q9UIF8 | AlphaScreen BAZ2B-H3K14Ac peptide displacement; also: potency is read from the fitted curve at half-maximal effect; % is scaled to controls: 0 for no effect and ±100 for the full control effect; nearly all actives have a fitted effect of over 60% in size
#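 Multi-concentration screen (max 110 uM) measuring displacement of acetylated histone H3 peptide from BAZ2B by AlphaScreen, using 50 nM protein, 50 nM peptide and 10 ug/mL streptavidin donor plus Ni-chelate acceptor beads.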
# GLS inhibitor: inhibitors of human glutaminase (GLS) | O94925 | GLS enzymatic activity, qHTS titration | Potency, µM (highest dose often 45.5 µM), for the others: at the highest dose activity change, negative = inhibition, most hits filed as inhibitors | actives 0.21% (n = 410,000) | AID 624170; also: potency is read from the fitted curve at half-maximal effect; % is scaled to controls: 0 for no effect and ±100 for the full control effect
#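 Coupled fluorescence readout: glutamate oxidase/HRP/Amplex Red detect glutamate formed by hKGA from L-glutamine (1 mM solution added). Buffer 45 mM KH2PO4 pH 8.2, 0.02% Tween-20; reads at t0 and 30 min RT.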
# HP1b chromo inh: blocks HP1-beta chromodomain binding to methylated histone tails; P83916; Potency, µM (series often up to 114 µM), for the others: top-dose activity change, negative = inhibition, usual class: inhibitors; AlphaScreen HP1-beta / biotin-H3K9me3 peptide binding; AID 540317; actives 0.56% (n = 390,000); also: potency is read from the fitted curve at half-maximal effect; nearly all actives have a fitted effect of over 70% in size; inactives centre near 23
#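 HP1-beta protein (50 nM final) preincubated 30 min at room temperature with biotinylated H3(1-18)K9me3 peptide (50 nM) in PBS pH 7.4, 0.01% Tween-20, then compound added for 30 min. AlphaScreen streptavidin donor/nickel chelate acceptor beads (10 ug/mL final), 30 min dark, luminescence read.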
# * marks the source's active call; other numbers are inactive results; ? = inconclusive; nt = no result given; [ ] = dose if it differs, or a comment. Unless noted, calls follow the shape of the dose curve; as a rule, active = well fitted curve in the direction sought with a large enough effect; inconclusive = small, poorly fitted or top-dose-only effect, or another doubt; inactive = no such curve, though single readings can be large; an effect the other way counts as inactive or inconclusive.
SMILES,G9a inh,PI4K2A inh,12-LOX inh,ERG Ets-DNA blk,RGS4 inh,JMJD2A Tudor inh,BAZ2B block,GLS inhibitor,HP1b chromo inh
CCOCCCNC(=O)C(c1ccc(C)cc1)N(Cc1ccc2c(c1)OCO2)C(=O)c1cnccn1 (stereo unspecified),30%[0.501 µM],-8,-28%,2%,-17%,-3%,-27%,10%,32%[activator]
Cc1ccc(C)c(CN2CCC(CNC(=O)Nc3cccc(Cl)c3C)CC2)c1,-7%,2,0%,-1%,7%,-20%,-17%,-1%,22%
CCOC(=O)C[C@H]1c2ccc(C(F)(F)F)cc2S(=O)(=O)N1C(C)(C)C,nt,-1,6%,-4%,24%,-7%,nt,2%,46%[activator]
CC1CCCC(C)N1C(=O)COC(=O)CNC(=O)c1ccccc1 (stereo unspecified),-10%[59 µM],2,382%[activator],7%,-42%,-2%,10%,-11%,20%
C=CCNC(=O)C1CC2Cn3c(nc4cc5ccccc5cc43)C2N1C (stereo unspecified),-2%[12.7 µM],-3,-8%,-2%,-4%,-22%,10%,4%,25%
CCCCN(C(=O)c1c(CC)noc1C)c1c(N)n(CCC)c(=O)[nH]c1=O,4%[12.7 µM],5,-2%,1%,28%,-12%,14%,4%,14%
COc1ccccc1C1CC(c2ccc(Cl)cc2)Nc2ncnn21 (stereo unspecified),?,1,0%,3%,-22%[11.4 µM],2%[11.4 µM],-7%,76%[activator],-7%
CCc1cc2cc3c(cc2nc1SCC(=O)Nc1nccs1)OCO3,-5%[12.7 µM],-2,?,nt,-1%,-16%,-2%,0%,29%
CCOC(=O)C1CCCN(S(=O)(=O)c2cc3c4c(c2)CC(=O)N4CCC3)C1 (stereo unspecified),3%[59 µM],-2,-19%,7%,7%,-2%,-17%,-23%,23%
CCCCCn1c(CNC(=O)c2ccc(F)cc2)nc2ccccc21,-18%[59 µM],-1,-20%,0%,-21%,-9%,-3%,-3%,41%[activator]
COc1cccc(/C=C(/C#N)c2ccc(Cl)cc2)c1OCc1cccc(C(=O)O)c1,?,-12,-14%,-4%,2%,-6%,?,-5%,33%[activator]
COC(=O)c1cc2occc2n1CC(=O)Nc1ccc(C)cc1Cl,-4%[59 µM],-1,8%,0%,-5%,3%,0%,0%,48%[activator]
CC(=O)Nc1ccc(Nc2ccccc2)cc1,nt,-1,-20%,-4%,-11%[56.9 µM],-27%,-15%,-1%,31%
COc1ccc(COC(=O)Nc2c(SC)nsc2SC)cc1,-31%,-1,-18%,1%,-17%,-9%,5%,-3%,35%
Cc1sc(-c2cc3c([nH]c2=O)CC(c2ccccc2)CC3=O)nc1-c1ccc(Cl)cc1 (stereo unspecified),1%[59 µM],-2,-3%,-18%,-9%,-2%,3%,0%,21%
C=CCn1c(SCC(=O)CC(=O)OCC)nc2cc(C(=O)N3CCC(C(N)=O)CC3)ccc2c1=O,3%,2,-14%,2%,-2%,-8%,13%,-4%,40%[activator]
CCc1ccc(CN(C)Cc2nc(-c3cccc(Cl)c3)no2)nc1,29%,-3,-4%,16%,17%,-11%,-8%,-23%,21%[57 µM]
CNC(=S)N=Nc1c(O)[nH]c2ccccc12,1%[59 µM],1,-18%,-7%,-21%,-18%,-2%,-1%,8%
CC(=O)NC(Cc1ccc(F)cc1)C(=O)NC1CCN(c2nnnn2-c2ccccc2)CC1 (stereo unspecified),7%[12.7 µM],-20,0%,9%,?,-5%,-3%,-2%,32%
Cc1ccc(C2(C)NC(=O)N(CC(=O)Nc3ccc(S(=O)(=O)Nc4nccs4)cc3)C2=O)cc1 (stereo unspecified),?,-2,?,9%,-15%,-23%,-28%,10%,-7%
Cc1onc(-c2ccccc2)c1C(=O)OCC(=O)Nc1ccc2c(c1)OCO2,9%[59 µM],-10,0%,12%,-2%,-11%,nt,7%,24%
CCCCOC(=O)Cn1c(=N)n(CCC)c2ccccc21,20%[2.33 µM],3,7%,4%,16%,-12%,34%[activator],-6%,25%
Cc1c(C(=O)Nc2cccnc2)oc2ccc(Br)cc12,-13%,3,14%,-9%,-50%,-14%,1%,3%,24%
Cc1ccc(NC(=O)C2C3C=CC4(CN(Cc5cccnc5)C(=O)C24)O3)cc1 (stereo unspecified),8%,0,165%,-10%,-1%,-17%,5%,-1%,51%[activator]
Cc1ccc(/C=N/NC(=O)CCn2nc(C)cc2C)c(C)c1,-24%,2,-5%,-20%,6%,-11%,-22%,4%,25%
CCN(c1ccccc1)S(=O)(=O)c1ccc(NC(=O)c2nc(SC(C)C)ncc2Cl)cc1,-31%[59 µM],2,-17%,8%,10%,-29%,-17%,14%,10%
Cc1nc(SCC(=O)N2c3ccccc3NC(=O)CC2C)c2c(C)c(C)sc2n1 (stereo unspecified),45µM*,1,7%,6%,-14%,-13%,5%,4%,33%
CCOc1ccc(OCC(=O)Nc2c(C(=O)Nc3ccc(C)cc3)oc3ccccc23)cc1,6%[59 µM],-4,-20%,-3%,35%,-2%,-6%,-12%,28%
CC(O)CNc1nc2c(c(=O)n(C)c(=O)n2C)n1C/C=C/c1ccccc1 (stereo unspecified),-30%[59 µM],-2,7%[57.4 µM],nt,7%,-16%,-5%,16%,7%
Nc1ccc(-c2nnn(Cc3ccccc3F)n2)cc1,31%,2,21%,-4%,4%,-21%,-28%,18%,8%
CCOc1ccc(NS(=O)(=O)c2ccc(C(=O)N(C)CC(=O)Nc3ccc(C)cc3)cc2)cc1,-23%,1,?,10%,-10%,-18%,-9%,-4%,23%
Cc1ccc2c(=O)cc(C(=O)N(Cc3ccc(N(C)C)cc3)C3CCS(=O)(=O)C3)oc2c1 (stereo unspecified),?,-3,-4%,7%,-21%,-30%,?,8%,27%
COc1ccc(C(=O)Nc2ccc(N(C)Cc3ccccc3)c(C(=O)O)c2)cc1,-7%[59 µM],-5,?,0%,-12%,?,?,6%,7%
O=C(CCl)Nc1c(C(=O)Nc2ccc3c(c2)OCCO3)oc2ccccc12,17%,-1,-26%,-3%,-14%,3%,-16%,-3%,40%[activator]
O=C(c1ccoc1)N1CCCC(CO)(CCCc2ccccc2)C1 (stereo unspecified),-8%,-9,nt,-9%,-12%,-10%,0%,0%,6%
O=C(NCc1ccccc1Cl)C1CCN(S(=O)(=O)c2cccc3nonc23)CC1,1%[59 µM],1,-21%,-10%,-4%,-7%,-4%,5%,17%
O=C(CN1CCN(S(=O)(=O)c2ccccc2)CC1)Nc1cccc(C(F)(F)F)c1,20%[59 µM],-5,-17%,3%,-48%,79µM*,20%,0%,-10%
Cc1nn(-c2ccccc2)c(C)c1C(=O)OCC(=O)NCc1ccco1,-27%[12.7 µM],-3,?,6%,-29%,-28%,-11%,-3%,24%
CCOC(=O)CC1(CC(=O)OCC)NC(=O)c2c(C)sc(C(=O)OCC)c2N1,13%[12.7 µM],5,124%[activator],0%,-7%,3%,-1%,24%,32%
COC(=O)c1sccc1NC(=O)COc1ccc(C)cc1,86%[activator],-2,-2%,-5%,17%,46%[activator],38%,3%,33%[activator]
COc1cc(N=C(N)N=C(N)N)cc(OC)c1,-5%[59 µM],-1,4%,7%,5%,-10%,-11%,-7%,26%
OCCN(Cc1ccccc1)CC1CC2C=CC1C2 (stereo unspecified),14µM*,8,5%,-2%,-9%,3.2µM*,?,14%,-51%
COc1ccc(/C=N/n2c(-c3cc(C)[nH]n3)n[nH]c2=S)cc1OC,nt,-1,?,-1%,-27%,3.5µM*,?,-1%,16%

# Compounds shown so far containing a furan ring, fused or not:
SMILES,G9a inh,PI4K2A inh,12-LOX inh,ERG Ets-DNA blk,RGS4 inh,JMJD2A Tudor inh,BAZ2B block,GLS inhibitor,HP1b chromo inh
COC(=O)c1cc2occc2n1CC(=O)Nc1ccc(C)cc1Cl,-4%[59 µM],-1,8%,0%,-5%,3%,0%,0%,48%[activator]
Cc1c(C(=O)Nc2cccnc2)oc2ccc(Br)cc12,-13%,3,14%,-9%,-50%,-14%,1%,3%,24%
CCOc1ccc(OCC(=O)Nc2c(C(=O)Nc3ccc(C)cc3)oc3ccccc23)cc1,6%[59 µM],-4,-20%,-3%,35%,-2%,-6%,-12%,28%
O=C(CCl)Nc1c(C(=O)Nc2ccc3c(c2)OCCO3)oc2ccccc12,17%,-1,-26%,-3%,-14%,3%,-16%,-3%,40%[activator]
O=C(c1ccoc1)N1CCCC(CO)(CCCc2ccccc2)C1 (stereo unspecified),-8%,-9,nt,-9%,-12%,-10%,0%,0%,6%
Cc1nn(-c2ccccc2)c(C)c1C(=O)OCC(=O)NCc1ccco1,-27%[12.7 µM],-3,?,6%,-29%,-28%,-11%,-3%,24%

# Some of the compounds tested (hit frequency here may not be typical).
